Bioassay records as filed in PubChem.
APP 5UTR inh: APP translation inhibition. SH-SY5Y APP 5'UTR-luciferase reporter, luminescence. inhibition, % at 2 µM. actives 0.82% (n = 190,000);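 active = inhibition above a set limit, derived from the sample mean plus 3 SD, cut at about 45% in these data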; also: values of inactives mirror those of a sister screen read the other way
bIAP inhibitor: intestinal alkaline phosphatase (bovine) inhibition. 190,000 tested, under 10 active. purified bovine IAP, CDP-star luminescence, 30 min. inhibition, % at 20 µM;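 active = over 50% inhibition of intestinal alkaline phosphatase at 20 µM in the single-dose screen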
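Incubation: 30 min reaction at room temperature / Material: purified bovine intestinal alkaline phosphatase (IAP) enzyme / Input: enzyme at 1/65,000,000 dilution / Dosing: 20 µM single dose / Signal: CDP-star luminescence signal / Reagent: CDP-star chemiluminescent phosphatase substrate, 30 µM final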
bIAP activator: intestinal alkaline phosphatase (bovine) activation. purified bovine IAP, CDP-star luminescence, 30 min; hits give high values; fold of DMSO-control signal, blank-subtracted. activation factor at 20 µM. actives 0.17% (n = 200,000). AID 1016;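 active = activation factor of 2 or more at 20 µM, a signal rise over negative controls twice the positive control's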
TNAP act hiacc: increases human TNAP activity under high phosphate acceptor concentration; activation factor at 20 µM; 200,000 tested, under 10 active; AID 1136; purified TNAP, CDP-star luminescence, 1 M DEA, 30 min; hits give high values; 0 = EDTA background, 1 = DMSO-only activity;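 active = activation factor at least 2 at 20 µM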
Target sequence (P05186 whole entry, looked up): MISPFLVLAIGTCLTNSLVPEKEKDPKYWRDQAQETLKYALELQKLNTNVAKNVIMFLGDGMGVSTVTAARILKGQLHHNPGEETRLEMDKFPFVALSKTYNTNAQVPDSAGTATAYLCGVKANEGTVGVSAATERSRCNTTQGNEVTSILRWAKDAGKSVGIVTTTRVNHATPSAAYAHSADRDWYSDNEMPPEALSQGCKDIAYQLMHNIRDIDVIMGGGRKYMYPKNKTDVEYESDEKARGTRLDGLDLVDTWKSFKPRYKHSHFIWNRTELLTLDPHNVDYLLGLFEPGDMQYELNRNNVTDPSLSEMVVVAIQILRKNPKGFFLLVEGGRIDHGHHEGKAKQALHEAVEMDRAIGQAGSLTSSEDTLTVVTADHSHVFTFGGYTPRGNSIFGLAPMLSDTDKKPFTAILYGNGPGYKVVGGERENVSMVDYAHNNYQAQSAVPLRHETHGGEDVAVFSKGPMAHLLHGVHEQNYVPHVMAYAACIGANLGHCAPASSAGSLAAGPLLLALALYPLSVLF
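Assay system: human TNAP; Input: enzyme diluted 1/800 final; Reagent: CDP-star luminogenic substrate at 100 µM final; Timing: 30 min, room temperature; Signal: luminescence; Evaluation: TNAP activation factor scaled between EDTA and DMSO control wells.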
L major viab: Leishmania major promastigote growth inhibition; Leishmania major promastigotes, resazurin fluorescence viability; inhibition, % at 10 µM; actives 9% (n = 200,000); AID 1063; in the data active = inhibition above about 50%;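 also: promastigotes grown with compound for 44 hours at 28 °C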
FLuc inhib CS: inhibits firefly luciferase, flagging false hits in luciferase inhibition screens; P08659; ATPLite firefly luciferase biochemical luminescence, 10 min; inhibition, % at 10 µM; actives 1.5% (n = 200,000); AID 1006;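 active = inhibition above about 50% when tested at 10 µM, limit read from the data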
Target sequence (P08659 whole entry, looked up): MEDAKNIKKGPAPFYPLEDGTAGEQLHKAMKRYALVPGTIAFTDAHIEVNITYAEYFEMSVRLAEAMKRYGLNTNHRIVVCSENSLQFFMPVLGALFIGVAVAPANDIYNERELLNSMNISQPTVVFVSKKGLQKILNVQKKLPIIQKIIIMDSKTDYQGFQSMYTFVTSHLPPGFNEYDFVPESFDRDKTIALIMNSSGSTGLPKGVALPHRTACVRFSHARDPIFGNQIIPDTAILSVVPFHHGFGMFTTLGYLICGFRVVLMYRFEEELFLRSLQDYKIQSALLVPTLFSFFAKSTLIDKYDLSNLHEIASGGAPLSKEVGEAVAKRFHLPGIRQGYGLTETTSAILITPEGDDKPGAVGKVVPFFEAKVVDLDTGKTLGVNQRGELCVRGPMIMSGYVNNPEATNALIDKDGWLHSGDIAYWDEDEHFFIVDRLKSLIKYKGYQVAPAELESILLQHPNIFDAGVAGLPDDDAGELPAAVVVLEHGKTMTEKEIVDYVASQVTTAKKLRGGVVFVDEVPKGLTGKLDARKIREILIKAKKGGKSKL
FLuc act counter: firefly luciferase counter-screen for stimulation assays. ATPlite luciferase biochemical, luminescence, 10 min; 0 = ATP-free wells, 1 = DMSO control. 200,000 tested, under 10 active. activation factor at 10 µM. P08659;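 active = luciferase activation factor, scaled between plate controls, of at least 2 with compound at 10 µM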
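Assay system: Luciferase/luciferin detection reagent, cell-free biochemical luciferase assay / Read-out: luciferase activation / Benchmarks: No-ATP low control, compound-free enzyme-plus-ATP high control / Medium: PBS buffer for ATP / Detection: luminescence measurement of luciferase light output / Schedule: 10 min at ambient temperature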
TNAP inh hiacc: inhibitors of human TNAP at high phosphate acceptor concentration; P05186; purified TNAP, CDP-star luminescence, 1 M DEA; inhibition, % at 20 µM; actives 0.03% (n = 200,000);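 active = over 50% inhibition of tissue-nonspecific alkaline phosphatase at 20 µM in the single-dose screen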;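 also: plate controls were DMSO wells for no effect and EDTA-quenched wells as full inhibition for full effect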
TNAP inh noacc: blocks human TNAP activity with no phosphate acceptor present. P05186. purified TNAP, CDP-star luminescence, 30 min. inhibition, % at 20 µM. actives 0.26% (n = 200,000);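 active = tissue-nonspecific alkaline phosphatase inhibition above about 50% at 20 µM in the single-dose screen, limit read from the data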;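 also: 0% = DMSO negative control and 100% = EDTA positive control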
RAM network inh: inhibitors of the yeast RAM network; S. cerevisiae dse1pr::URA3 reporter, 5-FOA growth OD615, 2 d; analog-sensitive cbk1-as2 kinase mutant strain; inhibition, % at 50 µM; actives 1.8% (n = 190,000);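 active = inhibition above a set limit, 3 SD over mean compound inhibition, cut at about 8.4% in these data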;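 also: 0% = DMSO-only wells with no growth and 100% = 10 µM 1-NA-PP1 full growth; inhibition rescues growth on 5-FOA so higher OD means more RAM inhibition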
* = called active by the depositor. Rows were taken by chance; about 13% have a hit in one of these screens.

SMILES	APP 5UTR inh	bIAP inhibitor	bIAP activator	TNAP act hiacc	L major viab	FLuc inhib CS	FLuc act counter	TNAP inh hiacc	TNAP inh noacc	RAM network inh
CC(C)(NO)/C(=N\O)c1ccc(Cl)cc1	-1	2	1	1	-6	-2	1	0	-6	-0.4
CCOC(=O)C1=C(c2ccccc2)NC(SCC(=O)Nc2ccc(C)cc2)=C(C#N)C1c1ccco1 (stereo not given)	13	2	1	1	3	5	1	2	0	1.5
CCCCn1c(SCC(=O)Nc2nc(C)cs2)nnc1-c1cccnc1	14	8	0.9	1	8	-3	1	-4	-11	1.1
Brc1ccccc1OCCOCCOc1cccc2cccnc12	-8	-2	1	1	2	-4	1	-3	-12	0.0
c1ccc(CN2CCC(Nc3nc(-c4cccnc4)nc4ccccc34)CC2)cc1	5	-4	1	1	98*	-6	1.1	-4	-8	2.4
COC(=O)c1ccc(-n2c(C)cc(-c3csc(NC(=O)c4ccc(S(=O)(=O)N(C)C)cc4)n3)c2C)cc1	-8	3	1	1	57*	-6	1.1	1	-14	4.3
COc1cccc(C(=O)NCc2ccc3[nH]c(C)cc3c2)c1	-3	1	1	1	-1	-1	1	-1	-9	3.3
COC(=O)c1[nH]c2cccc(OC)c2c1NC(=O)CN1CC(C)OC(C)C1 (stereo not given)	1	5	1	1.1	-4	-8	1.1	-7	10	0.3
Cc1ccc(C(=O)N/C(=C\c2cccc([N+](=O)[O-])c2)C(=O)OCN2C(=O)c3ccccc3C2=O)cc1	2	7	0.9	1	29	-1	1	-2	-14	1.9
COCCn1nnnc1C(C(C)C)N(Cc1ccccc1)Cc1cc2cc(OC)ccc2[nH]c1=O (stereo not given)	-6	1	1	1	13	-4	1	-5	-1	1.3
Cc1ccc(S(=O)(=O)N2CCCCC2C(=O)N2CCN(Cc3ccccc3)CC2)cc1 (stereo not given)	-1	17	0.8	1	0	-6	1.1	-3	-11	0.4
CC1(C)Cc2c(sc3ncn4nc(CCC(=O)O)c(=O)nc4c23)CO1	-2	-2	1	1	-6	-4	1	-3	-10	-0.3
Cc1c(C(C)C)c(=O)n(-c2ccc(S(=O)(=O)NC(C)C)cc2)n1C	0	0	1	1	-3	1	1	2	-3	0.0
CCc1ccc(S(=O)(=O)ON2C(=O)c3ccccc3C2=O)cc1	24	-7	1.1	1	-5	-4	1	-5	-12	-1.3
COc1cc(OC)c(C(=O)NC2CCCCCC2)cc1OC	3	-3	1	1.1	19	-6	1.1	-7	-13	0.1
Cc1noc(C)c1COC(=O)[C@@H](NC(=O)c1ccccc1)C(C)C	-2	-8	1.1	1.1	-7	-2	1	-7	4	0.9
COc1ccc2c(c1)CC/C(=C\C=C\c1ccccc1)C2=O	-30	28	0.7	1	-5	37	0.6	0	-6	2.8
O=C(Nc1ccc(Cl)cc1)c1ccc(-n2cccn2)c([N+](=O)[O-])c1	-13	24	0.8	1	-1	-10	1.1	-4	6	1.0
Cc1ccc(C2(C(F)(F)F)NC(=O)N3CCCN=C3S2)cc1 (stereo not given)	2	11	0.9	1	12	2	1	5	0	-0.3
O=C(CNC(=O)c1ccccc1)OCc1nc2ccccc2s1	-55	11	0.9	1	-7	12	0.9	-4	-6	-0.2
CCN(CC)CCNCc1cc(Br)ccc1OCC(=O)NCc1ccccc1	-9	-16	1.2	1.1	13	-4	1	-6	-20	0.7
Cc1ccc(NC(=S)N/N=C/c2ccc(Cl)c([N+](=O)[O-])c2)cc1	-12	18	0.8	1	2	-5	1	3	-9	2.5
COc1ccc(/C=N/NC(=O)c2ccco2)cc1Cn1nc(C)c([N+](=O)[O-])c1C	-4	-11	1.1	1	10	-4	1	-2	-16	1.5
S=C(Nc1ccc(Br)cc1)NC1CCCC1	-23	-11	1.1	1	1	20	0.8	4	-6	0.4
Cc1cc(C)c(C)c(OCC(=O)N2CCOCC2)c1	-3	2	1	1.1	1	-6	1.1	-10	-2	1.5

Other records follow.
SMILES	APP 5UTR inh	bIAP inhibitor	bIAP activator	TNAP act hiacc	L major viab	FLuc inhib CS	FLuc act counter	TNAP inh hiacc	TNAP inh noacc	RAM network inh
COc1cc(-c2nn3c(C4CCCCC4)nnc3s2)cc(OC)c1OC	3	-2	1	1	28	-4	1	0	-3	3.0
CCN(CC)c1ccc(/C=C2/C(=O)ON=C2C)cc1	15	-34	1.3	0.7	33	15	0.9	33	34	0.8
O=C(CSc1nc(O)c(Cc2ccccc2)c(=O)n1-c1ccccc1)N1CCOCC1	21	-4	1	1.1	-7	-3	1	-11	0	1.5
CCCNC(=O)Nc1ccsc1C(=O)OC	17	-18	1.2	1	-4	0	1	0	-3	-1.1
COc1cc2c(cc1OC)-c1nnc(C)n1C(C)(C)C2	-12	9	0.9	1.1	-4	-4	1	-6	-12	0.3
CN(C)c1ccc(/C=c2\sc3nc(-c4ccccc4)nn3c2=O)cc1	-6	8	0.9	1	-6	-5	1.1	-2	0	0.7
COCCOC1CCN(Cc2cn(Cc3ccccc3)nc2-c2cc3ccccc3o2)CC1	12	7	0.9	1	26	-8	1.1	-4	-2	3.9
COC(=O)c1c(C)[nH]c(C)c1-c1ccc(C)cc1	9	8	0.9	1.1	94*	-8	1.1	-6	-10	0.3
CCNc1nc(NCC)nc(Oc2ccc(OCC)nn2)n1	4	10	0.9	1.1	-8	-5	1	-8	-16	0.3
CCOC(=O)c1nn(-c2ccc(C)cc2)cc1C(=O)c1ccccc1	-145	-7	1.1	0.9	31	64*	0.4	13	-3	4.2
CN1CCc2c(OCC(=O)N3CCC(Cc4ccccc4)CC3)cccc2C1=O	-10	-5	1.1	1	16	-8	1.1	-4	-15	1.9
CC1(C)N=C(N)N=C(N)N1c1ccccc1	6	4	1	1	-3	-6	1.1	-3	-9	1.9
COCCNC(=O)CN(C(=O)CCC(=O)Nc1cc(C)on1)c1ccccc1C	-11	-3	1	1.1	-9	-8	1.1	-8	-15	0.0
Cc1c(-n2cc(C(=O)c3cc(Cl)ccc3O)cc(C#N)c2=O)c(=O)n(-c2ccccc2)n1C	-3	-1	1	1	-5	-5	1.1	0	-8	0.8
O=C(CSc1nnc(-c2ccncc2)n1-c1ccc(Cl)cc1)NCc1cccs1	-2	3	1	1.1	2	-6	1.1	-7	3	1.2
C#CCn1cc[n+](CC(=O)N(C)C)c1	-5	6	0.9	1.1	2	-4	1	-6	-14	1.4
O=C(O)c1cc2c(ccc3ccccc32)oc1=O	-18	3	1	1.1	6	-7	1.1	-8	-14	-1.5
O=c1[nH][nH]c(-c2ccccc2O)c1C(C[N+](=O)[O-])c1cccc(Cl)c1 (stereo not given)	6	29	0.7	0.6	100*	-3	1	42	49	-0.5
N=C1/C(=C/c2ccc(-c3cccc(C(=O)O)c3)o2)C(=O)N=C2SC=C(c3ccccc3)N12	1	27	0.7	0.7	-13	-2	1	29	22	3.6
CC(C)N(C(=O)Cn1cnc2cc([N+](=O)[O-])ccc2c1=O)C(C)C	5	-15	1.2	1	12	-1	1	3	-2	5.7
Fc1ccc(CSc2nnc3ccccn23)c(Cl)c1	-25	-4	1	1	-7	-1	1	2	6	0.8
CCC(NC(=O)c1ccccc1NC(=O)c1ccccc1)C(=O)NNC(=O)CSc1nc2ccccc2o1 (stereo not given)	-10	6	0.9	1	29	-5	1.1	0	-52	1.9
Fc1cccc(NC(=S)NCC(c2cccnc2)N2CCOCC2)c1 (stereo not given)	0	12	0.9	1	6	-4	1	-5	-4	-0.1
CCc1nc2oc3cc(OC)ccc3c(=O)c2c(=O)n1Cc1ccco1	14	-1	1	1	22	-8	1.1	-4	2	-0.2
COc1ccc(OC)c(C2SCCN2S(=O)(=O)c2cccc(C(F)(F)F)c2)c1 (stereo not given)	-2	4	1	1	4	-3	1	-5	-10	5.5

Remaining list, next part.
SMILES	APP 5UTR inh	bIAP inhibitor	bIAP activator	TNAP act hiacc	L major viab	FLuc inhib CS	FLuc act counter	TNAP inh hiacc	TNAP inh noacc	RAM network inh
CCN(CC)CCC#CC(O)(c1ccccc1)C1CCCCC1 (stereo not given)	1	-4	1	1	41	-4	1	-4	-7	0.9
CC(=O)Nc1ccc(NC(=O)c2ccccc2CCc2ccccc2)cc1	-18	-12	1.1	1	-4	-2	1	-3	-10	4.5
COc1cccc(N2C(=O)C3CCCN3C2c2cccs2)c1 (stereo not given)	-2	-16	1.2	1	-1	0	1	-1	-4	0.7
CCc1nc2sc3c(O)cc(=O)[nH]c3c2cc1C	-2	-22	1.2	1	-3	24	0.8	-2	-10	5.3
CCOC(=O)N1CCC(N2C(=O)c3ccccc3C2Nc2ccc3c(c2)OCCO3)CC1 (stereo not given)	-24	-6	1.1	1.1	18	-2	1	-5	-15	2.7
CC(C)(C)n1nnnc1C(c1cccs1)N1CCCC2(CCCCC2)C1 (stereo not given)	-25	36	0.6	1.1	42	-5	1.1	-6	-13	1.4
COC(=O)C1=C(C)OC(N)=C(C#N)C1c1ccccc1 (stereo not given)	2	14	0.9	1.1	-9	-7	1.1	-9	-2	0.2
COc1ccc2oc3cc(C)[n+]([O-])c(-c4ccc(C)cc4)c3c2c1	-7	2	1	1	4	-9	1.1	-3	-6	4.4

Filtered by structure: the compounds so far with an aryl methoxy group (12)
SMILES	APP 5UTR inh	bIAP inhibitor	bIAP activator	TNAP act hiacc	L major viab	FLuc inhib CS	FLuc act counter	TNAP inh hiacc	TNAP inh noacc	RAM network inh
COc1cccc(C(=O)NCc2ccc3[nH]c(C)cc3c2)c1	-3	1	1	1	-1	-1	1	-1	-9	3.3
COC(=O)c1[nH]c2cccc(OC)c2c1NC(=O)CN1CC(C)OC(C)C1 (stereo not given)	1	5	1	1.1	-4	-8	1.1	-7	10	0.3
COCCn1nnnc1C(C(C)C)N(Cc1ccccc1)Cc1cc2cc(OC)ccc2[nH]c1=O (stereo not given)	-6	1	1	1	13	-4	1	-5	-1	1.3
COc1cc(OC)c(C(=O)NC2CCCCCC2)cc1OC	3	-3	1	1.1	19	-6	1.1	-7	-13	0.1
COc1ccc2c(c1)CC/C(=C\C=C\c1ccccc1)C2=O	-30	28	0.7	1	-5	37	0.6	0	-6	2.8
COc1ccc(/C=N/NC(=O)c2ccco2)cc1Cn1nc(C)c([N+](=O)[O-])c1C	-4	-11	1.1	1	10	-4	1	-2	-16	1.5
COc1cc(-c2nn3c(C4CCCCC4)nnc3s2)cc(OC)c1OC	3	-2	1	1	28	-4	1	0	-3	3.0
COc1cc2c(cc1OC)-c1nnc(C)n1C(C)(C)C2	-12	9	0.9	1.1	-4	-4	1	-6	-12	0.3
CCc1nc2oc3cc(OC)ccc3c(=O)c2c(=O)n1Cc1ccco1	14	-1	1	1	22	-8	1.1	-4	2	-0.2
COc1ccc(OC)c(C2SCCN2S(=O)(=O)c2cccc(C(F)(F)F)c2)c1 (stereo not given)	-2	4	1	1	4	-3	1	-5	-10	5.5
COc1cccc(N2C(=O)C3CCCN3C2c2cccs2)c1 (stereo not given)	-2	-16	1.2	1	-1	0	1	-1	-4	0.7
COc1ccc2oc3cc(C)[n+]([O-])c(-c4ccc(C)cc4)c3c2c1	-7	2	1	1	4	-9	1.1	-3	-6	4.4
